Wnt act – activators of Wnt/beta-catenin signaling; Wnt/beta-catenin reporter cell assay, activator, plate reader; activation, % at 9.35 µM; 300,000 tested, 1.2% active; AID 743398; in the data active means activation above about 30%, passing the limit was not always enough;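 further: 0% = neutral control wells and 100% = positive control wells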
cardiac RTF act – cardiac RTF calcium sensitization; IANBD-labeled TnC RTF fluorescence at EC20 calcium; 0% EC20 calcium, 100% full calcium; P19429+P45379; AID 493008; 340,000 tested, 0.24% active; activation, % at 7.2 µM;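 active means activation above the mean over all tested compounds plus 3 SD, cut at about 30% in these data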;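 further: rise in fluorescence read as greater calcium sensitivity of cardiac thin filaments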
dFosB activator – mouse delta FosB homodimer activation; P13346; purified delta FosB, TAMRA-CDK5 oligo fluorescence polarization; percent of positive-control signal above neutral wells; activation, % at 25 µM; 340,000 tested, 0.99% active;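 active means mean activation above about 17%, with every replicate also reaching it, limit read from the data, passing the limit was not always enough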;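 further: fluorescence polarization rise as delta FosB binds a TAMRA Cdk5 AP-1 oligo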
CAL PDZ FP-1 – human CAL PDZ-peptide interaction inhibition; inhibition, % at 20 µM; AID 504414; Q9HD26; 330,000 tested, 0.02% active; purified CAL PDZ, TMR-peptide fluorescence polarization, 1 h;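 active means highest replicate inhibition of at least 40%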;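 further: plate controls were DMSO neutral control wells for no effect and unlabeled competitor peptide control wells for full effect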
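Material: tagged CAL PDZ domain; buffer or medium: 25 mM sodium phosphate pH 7.4, 150 mM NaCl, TCEP, IgG, Thesit; compound dosing: single point, 20 µM; schedule: 1 h incubation at room temperature before polarization reading; measured by: FP readout, S and P plane fluorescence; read-out basis: percent inhibition from loss of millipolarization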
V-ATPase pHluor – alters yeast V-ATPase proton transport | S. cerevisiae, pHLuorin cytosolic pH fluorescence | 350,000 tested, 0.37% active | AID 504577 | response, % at 10 µM; in the data active means response mostly above about 7.3%, no sharp cut-off; inactive means mostly below about 5.4%; further: actives read high; inactives centre near 0; some compounds called inactive have numbers as strong as hits; reference of the scale not given here
MITF act – activators of MITF-driven TRPM1 promoter activity in SK-MEL-5 cells | SK-MEL-5 TRPM1-promoter luciferase, 24 h; % of positive control, neutral wells = 0 | activation, % at 12.5 µM | 300,000 tested, 0.75% active | AID 588334;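 active means mean activation of at least 80% with every replicate also reaching 80%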;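 further: 0% = neutral control wells and 100% = parthenolide positive control wells; values of inactives mirror those of a sister screen read the other way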
Tat transport – inhibitors of E. coli Tat protein transport; 340,000 tested, 0.036% active; inhibition, % at 10 µM; E. coli MC4100 TorA-mCherry Tat export, fluorescence;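 active means mean replicate inhibition at least 50% and at least half of replicates individually reaching 50%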;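 further: exported cargo escapes ClpAP degradation while cytoplasmic cargo is degraded and loses fluorescence; 0% = median of neutral control wells and 100% = median of NaSCN control wells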
CAL PDZ FP-2 – inhibitors of human CAL PDZ peptide binding. Q9HD26. purified CAL PDZ, TMR-peptide fluorescence polarization, 1 h. inhibition, % at 24.9 µM. 300,000 tested, 0.92% active. AID 602252;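 active means mean inhibition of at least 30% with at least half of replicates also reaching 30%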;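 further: 0% = DMSO neutral control and 100% = excess unlabeled competitor peptide PRC23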
CDK5 inh – blocks human CDK5/p35 kinase activity | inhibition, % at 10 µM | AID 488839 | Recombinant CDK5/p35, ADP-Glo luminescence, 60 min | 330,000 tested, 0.01% active;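 active means highest replicate inhibition of at least 50% and at least 75% of replicates reaching 50%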;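 further: plate controls were DMSO neutral control for no effect and GW8510 at 10 µM for full effect; many of its hits are not listed in these tables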
Target sequence (Q00535 whole entry, looked up): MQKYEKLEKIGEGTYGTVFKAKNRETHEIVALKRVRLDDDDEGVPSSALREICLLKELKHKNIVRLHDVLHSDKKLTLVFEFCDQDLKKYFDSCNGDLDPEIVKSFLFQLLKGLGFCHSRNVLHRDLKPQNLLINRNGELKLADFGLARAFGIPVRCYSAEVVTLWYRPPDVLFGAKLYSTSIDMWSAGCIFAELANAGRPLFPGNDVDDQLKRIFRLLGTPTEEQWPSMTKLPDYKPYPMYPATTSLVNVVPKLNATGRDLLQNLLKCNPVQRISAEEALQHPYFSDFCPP
Target sequence (Q15078 whole entry, looked up): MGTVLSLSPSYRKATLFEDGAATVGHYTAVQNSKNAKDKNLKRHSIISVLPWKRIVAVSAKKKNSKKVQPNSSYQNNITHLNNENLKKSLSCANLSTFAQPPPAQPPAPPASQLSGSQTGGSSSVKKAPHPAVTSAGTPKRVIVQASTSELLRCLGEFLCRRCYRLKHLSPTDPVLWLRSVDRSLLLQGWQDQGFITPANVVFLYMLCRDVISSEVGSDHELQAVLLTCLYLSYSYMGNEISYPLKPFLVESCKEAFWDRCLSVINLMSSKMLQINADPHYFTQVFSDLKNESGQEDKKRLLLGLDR
Rtt109 HAT inh – C. albicans Rtt109 histone acetyltransferase inhibition. Q5AAJ8. purified Rtt109/Vps75, ThioGlo CoA-SH fluorescence, 4 h. inhibition, % at 34.9 µM. 330,000 tested, 0.16% active. AID 540336;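 active means inhibition of at least 50% in every replicate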
Target sequence (Q5AAJ8 whole entry, looked up): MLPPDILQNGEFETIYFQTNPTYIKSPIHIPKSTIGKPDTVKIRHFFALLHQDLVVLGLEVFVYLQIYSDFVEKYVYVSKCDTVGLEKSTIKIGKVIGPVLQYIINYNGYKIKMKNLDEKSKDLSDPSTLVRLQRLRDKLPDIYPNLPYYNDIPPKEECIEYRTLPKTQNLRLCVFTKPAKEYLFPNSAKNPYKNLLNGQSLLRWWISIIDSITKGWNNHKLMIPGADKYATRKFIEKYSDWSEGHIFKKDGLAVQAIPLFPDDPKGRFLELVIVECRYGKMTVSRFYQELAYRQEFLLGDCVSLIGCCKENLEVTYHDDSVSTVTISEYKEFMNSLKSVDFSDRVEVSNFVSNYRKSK
The depositor's hits bear a star; · = no result given.

Start of the listing, in advance (2 entries):
item | Compound | Rtt109 HAT inh | V-ATPase pHluor | dFosB activator | CDK5 inh | CAL PDZ FP-2 | Wnt act | Tat transport | cardiac RTF act | CAL PDZ FP-1 | MITF act
1 | COC(=O)c1cn(Cc2cccnc2)c(=O)c2ccccc12 | -3 | -2 | -5 | 0.0 | 5 | 2 | -11 | -3 | -0.8 | -5
2 | COC(=O)C1=C(CN2CCN(C)CC2)NC(=O)NC1c1cc(C)ccc1C (configuration not stated) | -7 | 4 | -4 | 0.0 | -5 | · | 1 | -2 | -4.9 | 11

The listing (from the top)
item | Compound | Rtt109 HAT inh | V-ATPase pHluor | dFosB activator | CDK5 inh | CAL PDZ FP-2 | Wnt act | Tat transport | cardiac RTF act | CAL PDZ FP-1 | MITF act
1 | COC(=O)c1cn(Cc2cccnc2)c(=O)c2ccccc12 | -3 | -2 | -5 | 0.0 | 5 | 2 | -11 | -3 | -0.8 | -5
2 | COC(=O)C1=C(CN2CCN(C)CC2)NC(=O)NC1c1cc(C)ccc1C (configuration not stated) | -7 | 4 | -4 | 0.0 | -5 | · | 1 | -2 | -4.9 | 11
3 | CCOc1cc(Cl)c(S(=O)(=O)NCc2cccnc2)cc1Cl | 0 | 2 | -1 | 0.4 | -1 | -3 | -7 | -5 | -0.1 | ·
4 | O=C(CCN1C(=O)c2ccccc2C1=O)NCCCn1ccnc1 | -3 | 0 | -4 | 0.1 | · | 3 | 0 | 0 | 0.0 | 0
5 | Cc1ccccc1N1CCN(Cc2ccc(Br)o2)CC1 | 3 | -3 | -3 | 0.5 | · | 0 | 0 | 5 | 0.6 | 5
6 | CCCCc1ccc(CC2S/C(=C(\C#N)C(=O)N3CCOCC3)N(c3ccccc3)C2=O)cc1 (configuration not stated) | -5 | -2 | -11 | 0.4 | -5 | · | 5 | 0 | 0.2 | ·
7 | CC(=O)c1ccccc1OCCCCN1CCCCC1 | 0 | 1 | 0 | -6.6 | 0 | 1 | -1 | 0 | 0.1 | ·
8 | CCCC1CC(C(=O)Nc2ccccc2)C(=O)O1 (configuration not stated) | 6 | -1 | -5 | 2.7 | -8 | -1 | 5 | -1 | -0.8 | 9

Single records (already shown). Order of screens: Rtt109 HAT inh | V-ATPase pHluor | dFosB activator | CDK5 inh | CAL PDZ FP-2 | Wnt act | Tat transport | cardiac RTF act | CAL PDZ FP-1 | MITF act
`Cc1ccccc1N1CCN(Cc2ccc(Br)o2)CC1` across the screens: 3 | -3 | -3 | 0.5 | · | 0 | 0 | 5 | 0.6 | 5
`COC(=O)C1=C(CN2CCN(C)CC2)NC(=O)NC1c1cc(C)ccc1C` (configuration not stated) across the screens: -7 | 4 | -4 | 0.0 | -5 | · | 1 | -2 | -4.9 | 11
`CCCC1CC(C(=O)Nc2ccccc2)C(=O)O1` (configuration not stated) across the screens: 6 | -1 | -5 | 2.7 | -8 | -1 | 5 | -1 | -0.8 | 9
`COC(=O)c1cn(Cc2cccnc2)c(=O)c2ccccc12` across the screens: -3 | -2 | -5 | 0.0 | 5 | 2 | -11 | -3 | -0.8 | -5
`O=C(CCN1C(=O)c2ccccc2C1=O)NCCCn1ccnc1` across the screens: -3 | 0 | -4 | 0.1 | · | 3 | 0 | 0 | 0.0 | 0

(listing goes on)
item | Compound | Rtt109 HAT inh | V-ATPase pHluor | dFosB activator | CDK5 inh | CAL PDZ FP-2 | Wnt act | Tat transport | cardiac RTF act | CAL PDZ FP-1 | MITF act
9 | O=C(NCc1ccccc1)N1CCN(CCO)CC1 | -2 | -2 | 4 | 0.9 | -2 | -1 | -9 | 1 | 0.5 | ·
10 | CCOC(=O)C=C(C(=O)OCC)C(=O)OCC | -6 | 9 | 1 | -2.8 | · | -2 | 0 | 12 | -1.2 | -5
11 | CCN(C(=O)CN1C(=O)NC2(CCc3ccccc32)C1=O)C1CCCCC1 (configuration not stated) | 1 | 6 | -5 | -0.4 | -3 | -2 | -2 | -12 | -1.9 | -10
12 | COc1ccc(-c2cc(C(=O)Nc3ccccc3N3CCOCC3)c3ccccc3n2)cc1OC | -4 | 0 | 27* | 2.1 | -5 | -4 | 8 | 1 | -0.1 | -2
13 | Cc1ccccc1OCc1nnc(SCC(=O)N2c3ccccc3Sc3ccc(Cl)cc32)o1 | -11 | 1 | -13 | 1.6 | 0 | -4 | -4 | 4 | -0.4 | -2
14 | CCC(=O)Oc1ccc(C(=O)Nc2c[nH]c(=O)[nH]c2=O)cc1 | -1 | -3 | -5 | 0.1 | 10 | -2 | -4 | -4 | -2.7 | 1
15 | CCOc1ccc(C(C)=O)cc1N1C(=O)C2C3C=CC(C3)C2C1=O (configuration not stated) | 8 | -6 | -2 | -0.2 | · | -2 | -1 | 0 | -2.4 | -5
16 | COc1ccc2c(c1OC)C(=O)N(c1ccc(C)cc1)C2 | 0 | 3 | -7 | 0.3 | 0 | 44* | 5 | 4 | -1.7 | ·

Carrying on:
item | Compound | Rtt109 HAT inh | V-ATPase pHluor | dFosB activator | CDK5 inh | CAL PDZ FP-2 | Wnt act | Tat transport | cardiac RTF act | CAL PDZ FP-1 | MITF act
17 | O=C(NCc1csc(-c2cccs2)n1)c1cccc(Cl)c1 | 9 | 5 | -9 | 1.6 | 0 | 2 | 2 | 7 | -1.5 | ·
18 | CC(=O)c1cccc(NC(=O)c2ccc(C(=O)Nc3cccc(C(C)=O)c3)nc2)c1 | 8 | 6 | -2 | 1.5 | -4 | -3 | -9 | 3 | 0.1 | -9
19 | S=c1[nH]nc(-c2ccccc2)n1Cc1ccccc1 | -2 | 3 | -4 | 2.1 | -1 | -5 | 7 | 5 | -0.6 | 0
20 | COc1ccccc1CC(=O)N1CCC(n2nccc2NC(=O)C2CCOC2)CC1 (configuration not stated) | -14 | -1 | 1 | -1.2 | 4 | 0 | -2 | 0 | 1.6 | -3
21 | O=C(CCc1ccccn1)N1CCCC(Nc2cccc(F)c2)C1 (configuration not stated) | 5 | -6 | -10 | · | -1 | -1 | 0 | -2 | -2.2 | 1
22 | Cn1c(SCC(=O)c2c(N)n(C)c(=O)n(C)c2=O)nnc1-c1ccccc1 | 2 | 1 | 0 | -1.2 | -10 | -1 | -3 | -3 | 0.0 | 2
23 | O=C(Cn1c(=O)cnc2ccccc21)Nc1cccc(S(=O)(=O)N2CCOCC2)c1 | 0 | -6 | -3 | -0.7 | · | -4 | -3 | -6 | -1.8 | -8
24 | O=C1CCCC2=C1C(c1ccsc1)CC(=O)N2c1ccccc1F (configuration not stated) | -8 | 4 | 1 | -0.4 | -2 | -1 | -7 | 8 | -2.5 | -6

Remaining list, next part.
item | Compound | Rtt109 HAT inh | V-ATPase pHluor | dFosB activator | CDK5 inh | CAL PDZ FP-2 | Wnt act | Tat transport | cardiac RTF act | CAL PDZ FP-1 | MITF act
25 | OC(CNCCCN1CCCCC1)COc1ccccc1 (configuration not stated) | -1 | -6 | -4 | -1.7 | · | · | -4 | 0 | 0.5 | ·
26 | C=CCc1ccccc1Oc1cc(OC)nc(N)n1 | 1 | 4 | -5 | -0.6 | -4 | 2 | -10 | -5 | 0.4 | 10
27 | CN(C)CCCNC(=S)N(CCO)Cc1cc2cc3c(cc2[nH]c1=O)OCO3 | 9 | -4 | -1 | 1.6 | · | -1 | 1 | -3 | -0.8 | -7
28 | C=CCn1c(SCC#N)nc2sc(CC)cc2c1=O | -8 | 2 | -10 | -0.4 | 2 | -1 | 1 | -1 | 0.0 | 5
29 | Cc1ccc(C(=O)Nc2cccc3cccnc23)cc1C | 4 | -5 | -11 | 0.2 | -1 | 25 | 2 | 1 | · | 33
30 | COc1ccc(CN=C2NN=C(c3ccc(Cl)cc3)CS2)cc1 | -3 | 3 | -4 | 0.4 | 3 | 1 | 0 | -1 | -0.9 | 20
31 | COc1ccc(NC(=O)COC(=O)c2cc(C)oc2C)cc1OC | -4 | 1 | 8 | -0.6 | -3 | 0 | -4 | -3 | 0.4 | 7
32 | O=C(NCC(c1ccco1)N1CCN(c2ccccc2F)CC1)c1ccco1 (configuration not stated) | 7 | 0 | 0 | 0.1 | 6 | 1 | 5 | 6 | -0.7 | -4

Carrying on:
item | Compound | Rtt109 HAT inh | V-ATPase pHluor | dFosB activator | CDK5 inh | CAL PDZ FP-2 | Wnt act | Tat transport | cardiac RTF act | CAL PDZ FP-1 | MITF act
33 | CC1CCN(C(=O)Nc2cccc(NC(=O)N3CCC(C)CC3)c2)CC1 | -2 | 0 | -9 | 0.8 | 0 | -1 | 1 | -4 | -0.7 | ·
34 | O=C1C2C3C=CC(C3)C2C(=O)N1CCN1CCN(S(=O)(=O)c2ccc3ccccc3c2)CC1 (configuration not stated) | 5 | 1 | -8 | -6.7 | 2 | -1 | 8 | 6 | · | -14
35 | CCCCCC1CC(CC(C)C(=O)Nc2nncs2)C(=O)O1 (configuration not stated) | · | -9 | -7 | -0.3 | -3 | -2 | 5 | -3 | -1.1 | 10
36 | Cc1cccc(CSc2ncccc2C(=O)O)c1 | 3 | -2 | 4 | 0.6 | -5 | -1 | 0 | -3 | 0.0 | 8
37 | Nc1ccc(Br)cc1Br | -6 | -17 | 1 | 0.6 | -2 | 1 | 3 | 5 | 0.4 | -8
38 | Cc1cc(=O)oc2c(C)cc(C(C)(C)C)cc12 | -3 | -4 | -2 | 0.7 | -1 | -2 | 6 | 5 | -0.4 | 7
39 | O=C(COC(=O)CCC(=O)Nc1nccs1)NCc1ccco1 | 1 | · | -10 | 0.0 | -3 | · | -2 | 6 | 1.4 | ·
40 | Cc1ccc(Cl)cc1NC(=O)Cn1nc(-c2cccs2)ccc1=O | 0 | 0 | 14 | 0.5 | -8 | -1 | -4 | 5 | -3.3 | -2

Further records:
item | Compound | Rtt109 HAT inh | V-ATPase pHluor | dFosB activator | CDK5 inh | CAL PDZ FP-2 | Wnt act | Tat transport | cardiac RTF act | CAL PDZ FP-1 | MITF act
41 | Cc1cccc(Cc2nnc(CCC(=O)N(C)Cc3ccncc3C)o2)c1 | 0 | 0 | -2 | -2.2 | -5 | -1 | -9 | 2 | 0.1 | 6
42 | O=C(Nc1ccc(F)cc1)N1CCCN(c2nccc(C(F)(F)F)n2)CC1 | -20 | -1 | -5 | -0.6 | -2 | 0 | 6 | 1 | 0.7 | ·
43 | Cc1nc(-c2ccccc2)sc1-c1ccn[nH]1 | 3 | 0 | -6 | 0.8 | 0 | 16 | 7 | -4 | -4.5 | 42
44 | Cc1cc(NC(=O)COc2ccccc2C)ccc1NC(=O)c1ccco1 | 28 | -3 | 3 | -1.8 | -1 | 0 | 0 | -2 | -2.0 | -3
45 | Cc1cccc(NCc2ccccc2O)c1C | -2 | -4 | -2 | -1.8 | -2 | · | 1 | -1 | -1.3 | 11
46 | CSc1nc(N)nc(SCC(=O)Nc2ccc(Cl)cc2)c1C#N | 6 | -2 | 6 | -0.3 | 0 | · | 6 | -4 | -4.6 | 15
47 | COC(=O)CCNC(=O)c1nn(Cc2ccccc2)c(=O)c2ccccc12 | -3 | -4 | 2 | -0.7 | -4 | 1 | -4 | -5 | -3.9 | ·
48 | O=C(CN1N=C(c2ccc(Cl)cc2)CCC1=O)NCc1cccnc1 | -5 | -1 | -4 | -0.8 | -6 | · | -4 | 12 | -1.4 | 3

From PubChem BioAssay
